Compound activity: PubChem, several laboratories
SIAH1 antagonists = blockers of Siah-1 interaction with plectin peptide – biochemical, fluorescence polarization, rhodamine-plectin, uHTS, primary screen (AID 1817). Siah-1 / rhodamine-plectin peptide fluorescence polarization; higher % means a stronger effect. displacement, % at 20 µM, or IC50 in µM where a hit was titrated. hit rate 0.02% among 290,000;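 active = displacement of at least 50% at 20 µM, with a fluorescence ratio check between 0.3 and a set limit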;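 also: plate controls were Siah plus tracer with DMSO for no effect and tracer alone without Siah for full effect; strong numbers were not always called active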
NTR1 agonist = agonists of NTR1, primary screen, imaging, U2OS cells, beta-arrestin-GFP, high content (AID 493036); hit rate 0.17% among 330,000; activation, % at 20 µM; P30989; NTR1-U2OS beta-arrestin-GFP spot imaging, agonist mode;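 active = activation at or above 40% of the spot to cytoplasm intensity ratio, with at least 20 cells analyzed; inconclusive = wells under 20 cells, flagged as cytotoxic or low count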;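 also: 0% = DMSO without peptide and 100% = 100 nM NTR1 peptide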
Target sequence (P30989 whole entry, looked up): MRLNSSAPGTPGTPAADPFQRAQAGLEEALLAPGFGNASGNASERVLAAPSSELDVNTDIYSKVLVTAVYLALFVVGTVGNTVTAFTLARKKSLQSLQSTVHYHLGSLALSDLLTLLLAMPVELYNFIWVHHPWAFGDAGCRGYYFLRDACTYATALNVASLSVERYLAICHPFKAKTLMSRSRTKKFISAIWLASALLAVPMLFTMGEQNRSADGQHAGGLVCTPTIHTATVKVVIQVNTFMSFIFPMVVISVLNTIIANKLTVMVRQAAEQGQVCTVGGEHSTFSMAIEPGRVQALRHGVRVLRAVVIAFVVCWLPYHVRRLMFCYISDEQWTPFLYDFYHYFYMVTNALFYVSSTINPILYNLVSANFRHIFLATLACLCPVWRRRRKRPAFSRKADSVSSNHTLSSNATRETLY
West Nile antiviral = West Nile virus antiviral activity, cell-based, CPE readout (AID 1621) | West Nile virus-infected cells, CPE inhibition; higher % means a stronger effect | CPE inhibition, % at 10 µM; hits with a dose series show IC50 in µM | hit rate 0.02% among 290,000; in the data active = a potency from the dose series; inconclusive = CPE inhibition mostly from about 3.7% at the one dose, without a potency; inactive = the rest, 99 in 100 with CPE inhibition below about 2.2%; also: strong numbers were not always called active
Rac1 GTP hydrolysis = MgcRacGAP GTPase-activating activity inhibitors, confirmation, biochemical, ADP Hunter fluorescence; AID 624330; inhibition, % at 30 µM, or IC50 in µM where a hit was titrated; MgcRacGAP-stimulated Rac1 GTP hydrolysis, ADP Hunter fluorescence; higher % means a stronger effect; GST-tagged Rac1 F28L mutant substrate; hit rate 0.6% among 340,000;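 active = first-screen hits whose inhibition reached a set limit at any dose in the follow-up dose series; inconclusive = inhibition above the set first-screen limit but never retested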;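 also: fluorescence reports GDP produced by GAP-driven GTP hydrolysis; strong numbers were not always called active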
AID2073 = disruptors of CaV2.2 binding to Mint1 – biochemical, HTRF (AID 2073). one-dose inhibition, % at 20 µM; IC50 in µM for titrated hits. HTRF protein-protein interaction, Mint1-CaV2.2; higher % means a stronger effect. hit rate 0.19% among 290,000; in the data active = inhibition mostly above about 51%, no sharp cut-off; inconclusive = no clear call, values can overlap the other calls; inactive = mostly below about 53%; also: some results filed as inactive read as strong as hits
UTI89 phage lysis = protection from phage-mediated lysis, alamar blue read-out – E. coli UTI89, K1F phage, bacterial capsule biogenesis inhibitors (AID 488966); hit rate 0.02% among 340,000; E. coli UTI89 K1F phage lysis, alamar blue, 2 h; higher % means a stronger effect; inhibition, % at 100 µM, or IC50 in µM where a hit was titrated;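 active = phage lysis inhibition, versus mean bacterial control, above a set limit; inconclusive = no clear call, values can overlap the other calls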;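 also: capsule biogenesis inhibitors block K1F phage lysis so surviving cells raise fluorescence; higher fluorescence means more inhibition of phage lysis; actives were called in the ten point dose series up to 300 µM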
SV40 large T antigen = SV40 large T antigen inhibitors, biochemical (AID 1903); hit rate 0.39% among 310,000; one-dose inhibition, % at 20 µM; IC50 in µM for titrated hits; SV40 large T antigen ATPase/helicase inhibition assay; higher % means a stronger effect; in the data active = a potency from the dose series; inconclusive = inhibition mostly from about 32% at the one dose, without a potency; inactive = the rest, 99 in 100 with inhibition below about 32%; also: strong numbers were not always called active
NS5 inhibitors = flavivirus cap methylation enzyme inhibition – biochemical, confirmation dose response, primary screen (AID 588689) | Dengue-2 NS5 methyltransferase capping enzyme assay, biochemical; higher % means a stronger effect | one-dose inhibition, % at 25 µM; IC50 in µM for titrated hits | hit rate 0.3% among 340,000; in the data active = a potency from the dose series; inconclusive = inhibition above about 29% without an active follow-up result
RSV antiviral HEp-2 = inhibition of RSV-induced cytopathic effect – HEp-2 cells, primary 10 µM value included (AID 2391) | hit rate 0.13% among 310,000 | HEp-2 cells, RSV-induced CPE inhibition; higher % means a stronger effect | one-dose CPE inhibition, % at 10 µM; IC50 in µM for titrated hits; in the data active = a potency from the dose series; inconclusive = CPE inhibition mostly from about 23% at the one dose, without a potency; inactive = the rest, 99 in 100 with CPE inhibition below about 21%; also: strong numbers were not always called active
NTR1 agonist cell count 20 µM = also measured in NTR1 agonist; calls as there; cell count; measured here: cell count, cytotoxicity flag
NS5 inhibitors pilot replicate = second read-out of NS5 inhibitors, no call of its own (marks repeat the call); inhibition, %; measured here: pilot screen replicate inhibition
The depositor's hits bear a star; ? = inconclusive; . = not tested or not shown; [ ] = dose if it differs, or a comment.

SMILES	SIAH1 antagonists	NTR1 agonist	NTR1 agonist cell count 20 µM	West Nile antiviral	Rac1 GTP hydrolysis	AID2073	UTI89 phage lysis	SV40 large T antigen	NS5 inhibitors	RSV antiviral HEp-2	others
CC1CCc2nc(NC(=O)c3ccco3)sc2C1 (stereo unspecified)	2.6%	-3.6	105	-0.1%	6.3%	-5.0%	-0.1%	19.3%	6.4%	2.4%
Cc1cc(C)cc(-n2ccnc2SCC(=O)Nc2nccs2)c1	-0.6%	0.7	53	-0.5%	7.1%	-6.4%	0.6%	5.8%	-2.7%	1.0%
O=C1Cc2ccccc2C(=O)N1OCc1ccc(Cl)cc1	16.1%	0.4	47	-0.4%	-3.6%	-2.0%	-0.4%	2.7%	3.7%	2.2%
CC(NC(=O)C12CC3(C)CC(C)(CC(C)(C3)C1)C2)C(=O)O (stereo unspecified)	-5.5%	-1.0	62	0.3%	0.0%	0.0%	4.0%	15.7%	-4.4%	-1.4%
CCOC(=O)c1[nH]c(C)c(C(=O)Nc2ccc(C)cc2C)c1C	-1.0%	-1.2	59	1.6%	6.6%	2.3%	1.2%	0.2%	-2.2%	0.0%
CCOC(=O)c1c(C)[nH]c(C(=O)OCC(=O)N(C)c2c(N)n(Cc3ccccc3)c(=O)[nH]c2=O)c1C	.	1.6	51	.	5.8%	.	0.2%[50 µM]	.	-7.3%	1.4%
COc1ccc(NC(=O)c2cc3sccc3n2Cc2ccc(F)cc2)cc1OC	-0.2%	-1.8	104	0.4%	0.3%	27.1%	-0.1%	-1.4%	-9.0%	10.6%
CCOC(=O)C1=C(COC(=O)c2ccc(C)c(S(=O)(=O)N3CCOCC3)c2)NC(=O)NC1C (stereo unspecified)	.	1.0	58	.	9.2%	.	1.0%[50 µM]	.	-5.8%	.
CCC1=C(OC(=O)N(CC)CC)N2C(=O)OC(=NCCc3c[nH]c4ccccc34)[C@]2(Cc2ccccc2)[C@H]2C1=CC[C@H]1C(=O)N(c3ccccc3)C(=O)[C@H]12	-3.2%	8.4	89	-0.4%	4.5%	9.2%	2.5%	6.5%	-8.8%	1.5%
CCOc1ccc(C(=O)N2CCCC2)cc1OC	-4.3%	-4.8	85	0.0%	2.5%	26.6%	0.9%	0.0%	-2.7%	1.8%	NS5 inhibitors pilot replicate=1.5
COCCn1cc(C(=O)N2CCC(C)CC2)c2c3ccccc3n(C)c2c1=O	-2.7%	1.9	83	0.2%	7.5%	3.1%	0.0%	-9.5%	-4.8%	0.9%
O=C(CNC(=O)c1ccco1)OCc1ccc(C(=O)Oc2ccccc2)cc1	0.0%	-2.4	92	0.1%	1.7%	11.8%	6.5%	4.8%	-0.8%	-0.9%
CSc1nc(NNC=O)cc(Oc2ccc(NC(C)=O)cc2)n1	-0.2%	-1.0	44	1.1%	8.5%	6.9%	0.1%	9.3%	-5.9%	1.3%	NS5 inhibitors pilot replicate=-7.0
Cc1cccc(NC(=O)C(C)N2C(=O)C3C4CC(C(Br)C4Br)C3C2=O)c1 (stereo unspecified)	-0.5%	3.7	76	-0.7%	2.5%	-2.6%	0.6%	?	-1.3%	1.5%
O=C(CN1C(=O)NC2(CCCC2)C1=O)NCCc1ccc(Cl)cc1Cl	.	-2.5	56	.	3.7%	.	1.1%[50 µM]	.	-4.5%	1.0%
COc1ccc(NC(=O)CCC(=O)Nc2nnc(C3CCCCC3)s2)c(OC)c1	-0.5%	0.3	53	-0.7%	8.8%	-33.4%	0.2%	19.9%	5.3%	1.9%
CCC(C)NC(=O)c1cc(Sc2nnc(C)s2)nc2ccccc12 (stereo unspecified)	-0.5%	-0.4	46	-0.8%	.	-5.0%	.	15.5%	.	1.7%
CC(=O)OC1CC(C)(C)N(OC(=O)c2ccccc2)C(C)(C)C1	-0.5%	-3.3	93	0.4%	-5.5%	-2.0%	4.3%	0.5%	7.3%	0.7%
Cc1ccc(SCc2nc3ccccc3[nH]2)cc1	-3.8%	0.2	80	-0.8%	-1.4%	1.5%	1.2%	6.0%	-5.5%	-0.9%
CCc1ccc(NC(=O)CSc2ccc(-c3sc(C)nc3C)nn2)cc1	3.2%	2.0	78	-0.5%	6.0%	1.8%	0.1%	9.4%	-1.3%	8.0%
Cc1cc(C2=NNC(=NC3CC3)SC2)c(C)n1Cc1ccco1	-10.9%	.	.	-0.2%	8.7%	26.3%	3.4%	7.3%	11.6%	3.5%
C=C1N(c2ccccc2)C(=O)OC1(C)C	0.5%	-1.0	58	0.1%	6.7%	11.3%	2.1%[50 µM]	9.5%	-9.6%	0.4%
COc1ccc(C(CC(=O)O)NS(=O)(=O)c2ccc(C)cc2)cc1 (stereo unspecified)	0.5%	1.6	49	-0.2%	6.7%	-3.5%	3.4%	14.5%	-9.6%	0.5%
COCCN(CCOC)C(=O)c1ccc(SCc2ccc(C)cc2)c([N+](=O)[O-])c1	3.0%	1.4	50	-1.6%	4.3%	-6.0%	-0.2%	8.3%	-1.5%	5.8%
CN(C)/C=N/c1cc(=O)n(C)c(=O)n1Cc1ccccc1	10.0%	0.7	76	0.4%	5.5%	3.5%	-1.8%	11.3%	0.4%	-2.9%

Next part; the last three above are carried over.
SMILES	SIAH1 antagonists	NTR1 agonist	NTR1 agonist cell count 20 µM	West Nile antiviral	Rac1 GTP hydrolysis	AID2073	UTI89 phage lysis	SV40 large T antigen	NS5 inhibitors	RSV antiviral HEp-2	others
COc1ccc(C(CC(=O)O)NS(=O)(=O)c2ccc(C)cc2)cc1 (stereo unspecified)	0.5%	1.6	49	-0.2%	6.7%	-3.5%	3.4%	14.5%	-9.6%	0.5%
COCCN(CCOC)C(=O)c1ccc(SCc2ccc(C)cc2)c([N+](=O)[O-])c1	3.0%	1.4	50	-1.6%	4.3%	-6.0%	-0.2%	8.3%	-1.5%	5.8%
CN(C)/C=N/c1cc(=O)n(C)c(=O)n1Cc1ccccc1	10.0%	0.7	76	0.4%	5.5%	3.5%	-1.8%	11.3%	0.4%	-2.9%
O=C(Nc1ccccn1)C1CCN(S(=O)(=O)c2ccc3c(c2)OCCCO3)CC1	.	-0.4	60	.	3.5%	.	0.5%[50 µM]	7.1%	-9.4%	7.7%
Cc1ccc([C@@H]2CC=C(C(=O)O)[C@H](c3ccc(Cl)cc3)N2S(=O)(=O)c2ccc(C)cc2)cc1	.	20.6	87	.	3.0%	.	-1.0%	21.6%	19.5%	11.1%
COCCOC1CCN(C(=O)c2cc(COc3ccc(-n4cncn4)cc3)on2)CC1	-2.2%	0.8	61	-0.4%	11.3%	1.2%	0.0%	23.6%	-1.3%	0.7%
C=C(c1ccc(O)cc1)c1ccc(O)cc1	4.3%	1.5	56	0.5%	27.6%	-8.8%	-0.6%	12.5%	5.4%	21.0%
CN(C)S(=O)(=O)c1ccc(Cl)c(NC(=O)CN2CCN(c3ccccn3)CC2)c1	8.9%	1.8	98	-0.3%	7.7%	8.6%	0.1%	.	-2.0%	.
O=C(CN1C(=O)NC2(CCCCCC2)C1=O)Nc1ccc(S(=O)(=O)N2CCOCC2)cc1	3.0%	-0.5	25	0.5%	8.5%	12.6%	0.4%	5.2%	-2.1%	0.2%
COc1cc2c(cc1OC)CN(S(=O)(=O)/C=C/c1ccccc1)CC2	0.6%	-0.6	105	-0.6%	13.4%	-10.5%	-0.1%	4.6%	-3.9%	1.4%
Brc1ccc(-c2cn3cccnc3n2)cc1	-5.5%	-0.7	95	-0.7%	9.4%	19.4%	2.3%	4.9%	-1.6%	3.4%
Cc1ccccc1NC(=O)CSC(N)=O	0.3%	0.9	31	0.1%	13.5%	-13.8%	-0.1%	29.0%	-22.5%	2.0%
C/C(=N\N=c1/sc2ccccc2n1C)c1ccc(N2CCOCC2)cc1	1.5%	5.6	49	-0.6%	6.8%	12.2%	0.8%	10.4%	5.2%	3.9%
CCCNC(=O)C1(S(=O)(=O)c2ccccc2)CC=CC1	0.5%	-0.9	50	0.1%	1.8%	8.1%	0.2%	15.0%	-8.8%	-0.1%
C=C1CCC[C@]2(C)C[C@H]3OC(=O)C(CN4CCCCC4CO)[C@H]3CC12 (stereo partly specified)	-5.1%	3.6	51	3.1%	1.9%	6.5%	0.1%	-4.6%	-5.2%	?
CNc1cc(-n2nc(C)cc2-c2ccccc2)ncn1	-2.5%	0.9	61	0.1%	6.9%	2.6%	1.6%	2.2%	4.0%	0.1%
COc1cc(C(=O)NCc2ccc(C)cc2)ccc1OC(F)F	0.4%	1.1	59	0.0%	0.8%	-2.6%	0.0%	-1.5%	-5.8%	0.3%
CCCN1CCN(C(=S)Nc2sc(CC)cc2C(=O)OC)CC1	0.1%	2.2	43	-1.4%	0.0%	-16.7%	-0.5%	6.0%	-5.3%	1.6%
COc1ccc(OC)c(Cc2nnc(CCC(=O)NC3CCCC3)o2)c1	-1.9%	-0.1	94	0.4%	4.1%	4.2%	0.1%	11.0%	-4.5%	0.5%
Cc1nn(C)cc1CNC(=O)Nc1ccc(Cl)cc1	4.9%	-1.9	96	0.0%	11.0%	6.3%	-0.2%	2.7%	-7.4%	3.7%
COc1ccccc1NC(=O)c1nn(-c2ccc(OC(F)(F)F)cc2)ccc1=O	38.3%	0.6	65	-0.4%	-3.4%	13.2%	1.0%	2.7%	-8.9%	2.7%
CCOc1ccccc1CN(Cc1ccco1)S(=O)(=O)c1ccc(-n2cnnn2)c(OC)c1	-5.3%	.	.	-0.5%	0.8%	5.1%	0.6%	-3.0%	-3.5%	.
CC(C)(C)OC(=O)CC1(C#N)c2ccccc2C(Br)=CN1C(=O)c1ccccc1 (stereo unspecified)	.	-1.9	97	.	10.0%	.	1.2%	14.2%	1.4%	4.0%

Retrieved by compound from the entries so far (four):
SMILES	SIAH1 antagonists	NTR1 agonist	NTR1 agonist cell count 20 µM	West Nile antiviral	Rac1 GTP hydrolysis	AID2073	UTI89 phage lysis	SV40 large T antigen	NS5 inhibitors	RSV antiviral HEp-2	others
O=C(CNC(=O)c1ccco1)OCc1ccc(C(=O)Oc2ccccc2)cc1	0.0%	-2.4	92	0.1%	1.7%	11.8%	6.5%	4.8%	-0.8%	-0.9%
Cc1nn(C)cc1CNC(=O)Nc1ccc(Cl)cc1	4.9%	-1.9	96	0.0%	11.0%	6.3%	-0.2%	2.7%	-7.4%	3.7%
CC(C)(C)OC(=O)CC1(C#N)c2ccccc2C(Br)=CN1C(=O)c1ccccc1 (stereo unspecified)	.	-1.9	97	.	10.0%	.	1.2%	14.2%	1.4%	4.0%
COc1ccc(NC(=O)c2cc3sccc3n2Cc2ccc(F)cc2)cc1OC	-0.2%	-1.8	104	0.4%	0.3%	27.1%	-0.1%	-1.4%	-9.0%	10.6%
